All columns: NCI-60 one-dose screen, growth in % after 48 h at 10 µM unless noted; 100 = growth as untreated, 0 = no growth, -100 = all killed.
MDA-MB-468: MDA-MB-468 breast cancer; 78,000 tested, 8.5% active; AID 2202374
MDA-MB-435: MDA-MB-435 melanoma | 82,000 tested, 7.8% active | AID 1794794
MOLT-4: MOLT-4 leukemia cells | 80,000 tested, 6.9% active | AID 1794779
MDA-MB-231: MDA-MB-231 breast cancer; AID 1794789; 81,000 tested, 5% active
RPMI-8226: RPMI-8226 leukemia cells. AID 1794781. 77,000 tested, 7.5% active
SR: SR leukemia cells. 73,000 tested, 8.7% active. AID 1794780
K-562: K-562 leukemia | 78,000 tested, 7.4% active
CCRF-CEM: CCRF-CEM leukemia. 77,000 tested, 7% active. AID 1794778
* = called active by the depositor; . = no result given; & = joins results of further samples; ! = a repeat was not active. The calls were made as follows: active = growth percent below 10; inactive = the rest.

Screens by letter: A = MDA-MB-468; B = MDA-MB-435; C = MOLT-4; D = MDA-MB-231; E = RPMI-8226; F = SR; G = K-562; H = CCRF-CEM
> COc1ccc2nc3cc(Cl)ccc3c(NCCN)c2c1
  A = -61.6*; B = -90.2*; C = -40.9*; D = -71.6*; E = -23.6*; F = -45.4*; G = -64.6*; H = -13.3*

> CCOP1(=O)OCCN(C)c2oc(-c3ccc(C)cc3)nc21 (configuration not stated)
  A = 114.7; B = 103.8; C = 99.7; D = 103.1; E = 108.4; F = 108.4; G = 102.2; H = 108.6

> CN1CCN(CCO)CC1
  A = 107.6; B = 104.7; C = 102.7; D = 105.4; E = 100.2; F = 96.8; G = 103.0; H = 105.1

> Clc1ccc(-c2noc(Cn3cc(-c4ccccc4)nn3)n2)cc1
  A = 113.0; B = 101.8; C = 100.3; D = 103.9; E = 100.5; F = 102.7; G = 97.6; H = 102.3

> Oc1ccc(-c2nc(N3CCOCC3)c3c4c(sc3n2)CCCC4)cc1
  A = 65.5; B = 73.8; C = 53.1; D = 49.2; E = 65.2; F = 63.8; G = 65.1; H = 67.6

> C=CCSc1nnc(/N=C2\NC(=O)/C(=C/c3ccc(O)cc3)S2)s1
  A = 110.8; B = 100.6; C = 105.8; D = 97.1; E = 89.9; F = 92.5; G = 100.4; H = 93.8

> COC1CCN(Cc2ccc3c(NNC(=O)c4cnccn4)nc4cc(F)ccc4n23)C1 (configuration not stated)
  A = -32.1*; B = 37.2; C = 8.0*; D = 19.8; E = 20.2; F = 1.5*; G = 12.0; H = 1.9*

> CCn1c(N)cc(=O)[nH]c1=S
  A = 98.5; B = 112.0; C = 116.4; D = 97.0; E = 118.9; F = 102.4; G = .; H = 126.3

> O=C(O)c1cc[n+]([O-])cc1
  A = 106.3; B = 107.4; C = 105.2; D = 110.3; E = 99.6; F = 107.9; G = 99.3; H = 107.3

> CC(=O)Nc1ccc(C(=O)c2ccc(S(=O)(=O)Nc3ccccc3)cc2)cc1
  A = .; B = 101.0; C = 102.4; D = 88.1; E = 68.1; F = 104.5; G = 111.9; H = 82.8

> COc1cc(/C=C2\C(=O)N(CCCCCCOc3cc(O)c4c(=O)cc(-c5ccccc5)oc4c3)c3ccccc32)cc(OC)c1OC
  A = 84.6; B = 101.5; C = 116.0; D = 77.4; E = 102.1; F = 111.6; G = 105.2; H = 103.1

> N=C1SC2C(=NC(=S)NC2c2ccc(O)cc2)N1c1nccs1 (configuration not stated)
  A = 103.7; B = 139.9; C = 78.6; D = 94.1; E = 100.5; F = 91.3; G = 98.8; H = 98.5

> O=C1NC(=O)C(c2ccccc2)(C2CCCC2)N1 (configuration not stated)
  A = 102.3; B = 114.7; C = 68.1; D = 105.1; E = 97.3; F = 80.9; G = 83.7; H = 96.4

> CCCCCCCC(=O)SCC/C=C/[C@@H]1CC(=O)NCc2cccc(n2)CN(Cc2ccc(Cl)cc2)CC(=O)N[C@@H](C(C)C)C(=O)O1
  A = 44.6; B = 6.9*; C = 3.4*; D = -1.3*; E = 8.5*; F = 8.4*; G = 9.1*; H = 7.5*

> O=C(CCCCCCCCC(=O)N/N=C/c1cccc2ccccc12)N/N=C/c1cccc2ccccc12
  A = 112.5; B = 105.1; C = 104.1; D = 100.8; E = 92.9; F = 87.3; G = 103.1; H = .

> Cc1cc(O)c(C(C)C)cc1S(=O)(=O)O (tested in a mixture with another compound)
  A = -40.1*!; B = -12.6*!; C = 9.9*!; D = 90.1&10.3&107.2; E = -13.4*!; F = -17.3*!; G = 3.5*!; H = 16.4&94.5

> Cc1cccc(NC(=O)NNC(=O)c2ccncc2)c1NC(=O)NNC(=O)c1ccncc1
  A = 109.6; B = 103.5; C = 108.2; D = 113.0; E = 113.2; F = 101.3; G = 102.8; H = 104.0

> COc1ccc(Nc2[nH]n3c(=O)cc(-c4ccccc4)nc3c2C(=O)Nc2ccc(C)cc2)c(OC)c1
  A = 58.6; B = 96.8; C = 69.4; D = 86.2; E = 108.5; F = .; G = 68.4; H = 66.5

> O=C(O)c1ccc(-n2cc(C(=O)O)c(-c3ccccc3)n2)cc1
  A = 119.3; B = 104.6; C = 88.2; D = 114.2; E = 109.1; F = 95.5; G = 102.4; H = 106.9

> Nc1ccc(C(c2c[nH]c3ccccc23)c2c[nH]c3ccccc23)cc1
  A = 96.1; B = 106.8; C = 96.2; D = 74.8; E = 106.6; F = 100.3; G = 115.8; H = 102.0

> S=C1CC(=S)NC(=S)N1
  A = 95.8; B = 111.6; C = 95.3; D = 106.3; E = 121.7; F = 109.3; G = 118.8; H = 105.5

> O=C(O)C(=Nc1ccccc1)c1c[nH]c2ccccc12
  A = 100.8; B = 104.3; C = 105.2; D = 101.3; E = 97.5; F = 102.6; G = 100.1; H = 98.5

> Cc1cc(Cl)cc(C)c1O
  A = 109.3; B = 110.3; C = 105.3; D = 106.0; E = 95.6; F = 102.7; G = 111.2; H = 92.3

> Nc1cc(N)nc(S(=O)O)n1
  A = 94.0; B = 98.6; C = 103.9; D = 89.9; E = 104.3; F = 101.3; G = 94.4; H = 113.1

> N#Cc1c(-c2ccccn2)nc(SCC(=O)c2ccc(Br)cc2)[nH]c1=O
  A = 108.7; B = 100.9; C = 97.2; D = 123.1; E = 123.0; F = 100.4; G = 91.0; H = .

> O=[N+]([O-])c1ccc(-c2cc3c(NCCc4ccccc4)ncnc3s2)cc1
  A = 74.5; B = 92.9; C = 79.7; D = 94.7; E = .; F = 86.8; G = .; H = 82.2

> CCCCC1COc2cccc3c(SCC(=O)N(C)c4ccc(OC)cc4)cc[n+]1c23 (configuration not stated)
  A = 123.1; B = 108.0; C = 102.4; D = 96.5; E = .; F = 99.4; G = 94.8; H = 103.3

> C1=C2CNCC3=Cc4ccc5ccccc5c4OC23Oc2c1ccc1ccccc21
  A = 50.4; B = -69.7*; C = 45.8; D = 51.3; E = 70.5; F = .; G = 18.8; H = 43.3

> COC1=C(C)C(=O)c2c(c(CCCl)c3n2CCC3O)C1=O (configuration not stated)
  A = 91.5; B = -72.7*; C = 74.6; D = .; E = .; F = 7.4*; G = 22.0; H = 66.3

> O=C1N(C[P+](c2ccccc2)(c2ccccc2)c2ccccc2)CCCN1C[P+](c1ccccc1)(c1ccccc1)c1ccccc1
  A = 104.8; B = 105.4; C = 97.7; D = 90.8; E = 115.5; F = 89.0; G = 93.9; H = 107.4

> Fc1ccc(CNc2cccc3[nH]c(C(F)(F)F)nc23)cc1
  A = 99.7; B = 95.7; C = 41.7; D = 73.8; E = 36.5; F = 66.0; G = 13.0; H = 52.4

> C=CCn1c(SC/C(=N/O)c2ccccc2)nnc1-c1cc(-c2ccc(S(C)(=O)=O)cc2)nc2ccccc12
  A = 81.4; B = 99.4; C = 72.6; D = 82.3; E = 61.9; F = 92.1; G = 74.0; H = 85.5

> Cc1ccc(Sc2ccc3[nH]c(=O)[nH]c(=O)c3c2)cc1
  A = 98.5; B = 116.1; C = 86.6; D = 97.1; E = 91.0; F = 90.2; G = 81.6; H = 88.4

> CCOC(=O)C(C)NC(=O)C(C)NC(=O)OCc1ccccc1 (configuration not stated)
  A = 92.5; B = 102.1; C = 92.8; D = 95.8; E = 91.3; F = 93.0; G = 98.8; H = 93.5

> O=C(COc1ccccc1)Nc1ccccc1
  A = 95.3; B = 100.4; C = 115.1; D = 98.9; E = 103.5; F = 100.0; G = 120.1; H = 105.6

> CC(=Nc1ccccc1)Nc1ccccc1
  A = 109.4; B = 98.9; C = 93.9; D = 112.6; E = 108.9; F = 97.6; G = 93.5; H = 106.4

> CCCCn1c(O)c(N=NC2=NC3C(N2)N(CC)C(=O)N3CC)c2ccccc21 (configuration not stated)
  A = 102.2; B = 115.4; C = 103.3; D = 101.8; E = 100.5; F = 102.2; G = 100.6; H = 102.1

> COC(=O)C(C(C[N+](=O)[O-])c1ccccc1)=P(c1ccccc1)(c1ccccc1)c1ccccc1 (configuration not stated)
  A = .; B = 49.5; C = 90.3; D = 108.3; E = -28.2*; F = 14.6; G = 53.4; H = 77.1

> CCN1C(=O)/C(=N\N=C(/C)c2ccc3c(c2)Nc2ccccc2S3)c2cc(Cl)ccc21
  A = 9.3*; B = 29.6; C = 37.4; D = 66.8; E = 48.0; F = 60.8; G = 38.2; H = 50.8

> CCN(CC)C(=O)Cc1ccccn1
  A = 110.8; B = 107.2; C = 102.5; D = 97.9; E = 94.6; F = 110.2; G = 100.3; H = 88.2

Some of the entries above in another layout:
Every second line gives: MDA-MB-468	MDA-MB-435	MOLT-4	MDA-MB-231	RPMI-8226	SR	K-562	CCRF-CEM
COC(=O)C(C(C[N+](=O)[O-])c1ccccc1)=P(c1ccccc1)(c1ccccc1)c1ccccc1 (configuration not stated)
  .	49.5	90.3	108.3	-28.2*	14.6	53.4	77.1
CCN1C(=O)/C(=N\N=C(/C)c2ccc3c(c2)Nc2ccccc2S3)c2cc(Cl)ccc21
  9.3*	29.6	37.4	66.8	48.0	60.8	38.2	50.8
CCN(CC)C(=O)Cc1ccccn1
  110.8	107.2	102.5	97.9	94.6	110.2	100.3	88.2

The list goes on.
Screens by letter: A = MDA-MB-468; B = MDA-MB-435; C = MOLT-4; D = MDA-MB-231; E = RPMI-8226; F = SR; G = K-562; H = CCRF-CEM
> Fc1ccc2nc3c(cc2c1)CSc1nnc(-c2ccc[nH]c2=S)n1N3
  A = 104.7; B = 103.4; C = 101.2; D = 94.4; E = 95.5; F = 90.4; G = 106.3; H = 98.9

> Cc1cc2oc3c(c2c(=O)[nH]1)C(=O)c1ccccc1C3=O
  A = 106.1; B = 107.7; C = 99.1; D = 89.8; E = .; F = 100.7; G = .; H = 96.3

> O=[N+]([O-])c1ccc(/C=N/NCc2nc(Cl)c3ccccc3n2)cc1
  A = 100.5; B = 101.9; C = 101.1; D = 105.1; E = 95.8; F = 90.5; G = 100.7; H = 98.7

> C[N+](C)=Cc1c[nH]c2c1ccc1ccccc12
  A = 80.4; B = 100.3; C = 103.8; D = 89.6; E = 100.1; F = 88.3; G = 98.0; H = 98.7

> Fc1ccc(NC(=S)c2ccccc2)cc1
  A = 97.5; B = 98.0; C = 99.9; D = 102.2; E = 89.0; F = 102.0; G = 105.3; H = 94.6

> NS(=O)(=O)c1cccc(Nc2nc(SCc3ccccc3)nc3ccccc23)c1
  A = 111.7; B = 95.5; C = 100.3; D = 95.4; E = 96.5; F = 86.8; G = 99.1; H = 100.3

> NC(=O)N1CC2(CCCCC2)CC1=O
  A = 94.9; B = 100.6; C = 109.1; D = 121.6; E = 100.5; F = 116.9; G = 109.9; H = 81.5

> COC(=O)c1c(C(=O)OC)c2ccc3c4cccnc4ccc3n2c1C(=O)c1ccc(OC)cc1
  A = 100.6; B = 99.9; C = 97.2; D = 82.1; E = 96.3; F = 89.6; G = 95.8; H = 108.7

> COc1cc2cc(Oc3ccc(NC(=O)Nc4ccc(F)c(C(F)(F)F)c4)cc3)c(C)nc2cc1OCCN1CCCCC1
  A = 71.3; B = -92.5*; C = -14.5*; D = 27.6; E = -25.8*; F = -46.1*; G = -34.7*; H = 2.5*

> COc1ccc(-c2nnc(-c3ccc4c(c3)nc(-c3cccs3)n4C3CCCCC3)o2)cc1
  A = 103.0; B = 82.7; C = 43.8; D = 86.2; E = 26.7; F = 37.8; G = 30.4; H = 36.6

> CCC(O)(c1ccccc1)c1ccccc1
  A = 89.7; B = 114.4; C = 98.5; D = 107.1; E = 102.0; F = 110.1; G = 101.2; H = 101.5

> CCN1C(=O)N(CC)C2Nn3c(s/c(=C\c4cccnc4)c3=O)=NC21 (configuration not stated)
  A = 81.3; B = 48.3; C = 101.2; D = 93.2; E = 111.2; F = 67.6; G = 63.3; H = .

> O=c1[nH]c2ccccc2nc1N/N=C/c1ccc(O)cc1
  A = 116.1; B = 102.8; C = 98.9; D = 94.5; E = .; F = 95.0; G = 91.2; H = 108.7

> Cc1ccc2c(n1)C(=O)C(Cl)=C(Nc1ccccc1C(F)(F)F)C2=O
  A = 91.4; B = 103.6; C = 75.4; D = 86.8; E = 85.9; F = 89.8; G = 70.1; H = 61.7

> C/C=C/[C@@H]1C=C[C@@H]2C[C@H](C)CC[C@H]2[C@]1(C)/C(O)=C1/C(=O)[C@@H](CO)N(C)C1=O
  A = 81.8; B = 86.0; C = 77.9; D = 96.4; E = 58.7; F = 81.5; G = 78.0; H = 61.6

> CCCCC(CCc1ccccc1[N+](=O)[O-])(C(C)=O)C(=O)OCC (configuration not stated)
  A = 91.9; B = 106.2; C = 90.2; D = 101.0; E = 93.2; F = 85.9; G = 97.4; H = 97.2

> C1=CN2CC(c3ccccc3)=NNC2c2ccccc21 (configuration not stated)
  A = 82.5; B = 96.5; C = 40.2; D = 63.4; E = 69.8; F = 97.0; G = 48.6; H = 88.3

> CC(=O)OCCCC(CCC(CCC1CCCO1)OC(C)=O)OC(C)=O (configuration not stated)
  A = 100.5; B = 106.0; C = 95.4; D = 108.0; E = 115.1; F = 114.7; G = 92.8; H = .

> Cn1cc(-c2nc3ccccc3[nH]2)c2cccnc21
  A = 106.7; B = 103.8; C = 91.2; D = 96.9; E = 93.9; F = 93.9; G = 95.3; H = 106.0

> Cc1cc(=O)[nH]c2c(C#N)cnn12
  A = 105.6; B = 103.7; C = 104.6; D = 104.3; E = 100.6; F = 111.7; G = 103.2; H = 101.3
